Bioassay records from PubChem.
Pemphigus Ab inh: blocks pemphigus antibody binding to human desmoglein-3; 310,000 compounds, 0.48% hits; binding (percent of control), % at 10 µM; P32926; DSG3-coupled beads, scFv-anti-DSG3-GFP binding, flow cytometry; hits give low values;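 active = binding more than 3 SD below its plate's average and above zero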;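 also: hits lower antibody fragment binding to DSG3; some compounds called inactive have numbers as strong as hits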
RTF Ca sens inh: cardiac RTF calcium desensitization | P19429+P45379 | IANBD-labeled cardiac RTF, Ca2+ fluorescence | inhibition, % at 7.15 µM | 340,000 compounds, 0.12% hits;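 active = inhibition above the mean inhibition of all tested compounds plus 3 SD, cut at about 17% in these data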;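 also: assay run at fixed EC70 calcium of 1.6 mM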
Keap1-Nrf2 PPI: disrupts human Keap1 binding to Nrf2 peptide; inhibition, % at 9.4 µM; 340,000 compounds, 0.15% hits; Keap1 Kelch-Nrf2 peptide fluorescence polarization, 1536-well; AID 504523; Q14145; in the data active = inhibition above about 12%;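 also: human Keap1 Kelch domain with fluorescein labeled Nrf2 9mer peptide probe; 0% = neutral control wells and 100% = peptide positive control; higher means more block of Keap1 binding to Nrf2 peptide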
cardiac RTF act: increases calcium sensitivity of human cardiac regulated thin filaments; AID 493008; IANBD-labeled TnC RTF fluorescence at EC20 calcium; 0% EC20 calcium, 100% full calcium; activation, % at 7.2 µM; 340,000 compounds, 0.24% hits;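 active = activation above the mean over all tested compounds plus 3 SD, cut at about 30% in these data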;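 also: rise in fluorescence read as greater calcium sensitivity of cardiac thin filaments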
Wnt bcat act: Wnt/beta-catenin pathway activation | Wnt/beta-catenin reporter cell assay, activator, plate reader | activation, % at 9.35 µM | 300,000 compounds, 1.2% hits; in the data active = activation above about 30%, passing the limit was not always enough;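 also: 0% = neutral control wells and 100% = positive control wells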
Arrestin-AP2 inh: human beta-arrestin and AP2 interaction inhibition; AID 504490; FITC-arrestin peptide / GST-AP2 beads, flow cytometry; AP2 beta2 appendage carries R879A mutation; inhibition, % at 10 µM; 340,000 compounds, 0.31% hits;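 active = inhibition above a set limit, near 3 SD of compounds lacking own fluorescence, cut at about 54% in these data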;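 also: plate controls were DMSO wells for no effect and 5 µM unlabelled arrestin peptide for full effect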
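System: GST-AP2 R879A glutathione beads; medium: PBS, Tween 20 0.05%, BSA 0.1%; reagent: fluorescein-tagged arrestin peptide at 50 nM final; schedule: pre-incubation 12 min, peptide binding 1 h, room temperature; detection: flow cytometry, FL1 (488/535 nm); read-out: inhibition as reduced fluorescein signal on beads, percent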
V-ATPase pH: regulators of yeast V-ATPase proton transport | 350,000 compounds, 0.37% hits | AID 504577 | response, % at 10 µM | S. cerevisiae, pHLuorin cytosolic pH fluorescence; in the data active = response mostly above about 7.3%, no sharp cut-off; inactive = mostly below about 5.4%; also: actives read high; inactives centre near 0; some compounds called inactive have numbers as strong as hits; reference of the scale not given here
OPRM1-OPRD1 ag: agonists of human mu-delta opioid receptor heterodimerization; P35372+P41143; 340,000 compounds, 0.3% hits; cells, OPRM1-OPRD1 heterodimerization, luminescence; activation, % at 9.3 µM; in the data active = activation above about 18%;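 also: 0% = vehicle-treated cells and 100% = reference agonist; values of inactives mirror those of a sister screen read the other way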
Target sequence (P35372 whole entry, looked up): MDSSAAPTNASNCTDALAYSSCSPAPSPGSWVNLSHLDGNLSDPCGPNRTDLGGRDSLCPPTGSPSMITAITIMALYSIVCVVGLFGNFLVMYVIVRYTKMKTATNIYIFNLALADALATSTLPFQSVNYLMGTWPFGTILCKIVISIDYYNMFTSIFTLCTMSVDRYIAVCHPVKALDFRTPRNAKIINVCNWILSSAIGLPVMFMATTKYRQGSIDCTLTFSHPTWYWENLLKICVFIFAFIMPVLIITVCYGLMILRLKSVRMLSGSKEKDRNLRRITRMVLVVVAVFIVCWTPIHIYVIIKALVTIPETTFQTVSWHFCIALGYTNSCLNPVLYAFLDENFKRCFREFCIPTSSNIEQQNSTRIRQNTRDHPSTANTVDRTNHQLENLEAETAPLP
Target sequence (P41143 whole entry, looked up): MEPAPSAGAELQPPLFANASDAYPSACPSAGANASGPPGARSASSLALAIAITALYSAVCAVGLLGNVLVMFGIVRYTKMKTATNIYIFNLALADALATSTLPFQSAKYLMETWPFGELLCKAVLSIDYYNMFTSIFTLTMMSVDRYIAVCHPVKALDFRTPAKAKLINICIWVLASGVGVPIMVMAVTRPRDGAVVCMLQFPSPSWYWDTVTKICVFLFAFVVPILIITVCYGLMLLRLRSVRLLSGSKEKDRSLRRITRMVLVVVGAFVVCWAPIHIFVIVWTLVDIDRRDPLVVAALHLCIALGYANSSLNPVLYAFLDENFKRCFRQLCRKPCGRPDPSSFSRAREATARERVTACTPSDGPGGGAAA
LANA DNA inh: inhibitors of KSHV LANA C-terminal domain DNA binding. MBP-C-LANA/FAM-LBS DNA binding, fluorescence polarization. inhibition, % at 9 µM. 340,000 compounds, 0.078% hits;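 active = highest replicate inhibition at or above 60% at 9 µM, even if other replicates fall short; inactive = all replicates below 60% inhibition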;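 also: 0% = neutral control wells and 100% = 4 µM acridine orange control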
MOR-DOR inv ag: inverse agonist of human OPRM1-OPRD1 heterodimerization. P35372+P41143. cell-based MOR-DOR heterodimer luminescence, inverse agonism. inhibition, % at 9.3 µM. 340,000 compounds, 0.21% hits. AID 504357; in the data active = inhibition above about 22%, passing the limit was not always enough;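 also: 0% = cells with DMSO and 100% = wells without cells with DMSO; values of inactives mirror those of a sister screen read the other way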
The depositor's hits bear a star; . = not tested or not shown; & = joins results of further samples; ! = not active in a repeat.

SMILES	Pemphigus Ab inh	RTF Ca sens inh	Keap1-Nrf2 PPI	cardiac RTF act	Wnt bcat act	Arrestin-AP2 inh	V-ATPase pH	OPRM1-OPRD1 ag	LANA DNA inh	MOR-DOR inv ag
COc1cc(C(=O)OC2CCCCC2=O)cc(OC)c1C (centres undefined)	97	3	-2	1	.	11	1	-2.9	-0.1	15
CN(Cc1ccccc1)C(=S)NC(=O)c1ccccc1	101	-1	-3	-2	0	-20	-3	-4.5	-1.3	22
CC(C)=C(NC(=O)c1ccccc1)C(=O)Nc1cccc(C)c1	101	-1	-5	2	1	-7	3	0.0	-2.2	0
O=C(NCc1ccc(F)cc1)c1ccc2c(c1)S(=O)(=O)c1ccccc1C2=O	103	-1	-5	-3	1	4	-3	0.8	1.9	-5
O=C(c1cc(S(=O)(=O)N2CCC3(CC2)OCCO3)ccc1F)N1CCCCC1	108	-7	-4	4	1	-7	-2	-1.3	-0.1	7
O=C(CC1Sc2ncnn2C1=O)Nc1ccc(Br)cc1 (centres undefined)	98	-11	-8	5	-3	11	2	-1.1	1.7	6
CC(c1nnc(SCn2nnc3ccccc3c2=O)n1-c1ccc(Cl)cc1)N(C)C (centres undefined)	100	9	-3	4	.	9	-3	-0.9	1.2	5
CC1CCCCN1C(=O)c1cnn2c(C(F)(F)F)cc(-c3ccco3)nc12 (centres undefined)	.	-6	-10	-4	-1	2	-1	-5.0	1.8	21
O=C(c1ccc(Br)cc1)c1cc([N+](=O)[O-])ccc1N1CCOCC1	85	16	-1	-6	-21	11	-2	-1.8	0.9	9
CC(C)C(NC(=O)c1ccccc1)c1nnc(SCC(=O)Nc2nccs2)n1C (centres undefined)	111	-7	3	-2	.	34	1	-4.2	-0.1	21
CN(C)CCCNC(=S)Nc1ccc(Br)cc1	.	-6	-7	7	0	8	5	0.7	0.2	-4
COc1ccc(-c2noc(N3CCC(C(=O)Nc4cc(OC)c(OC)c(OC)c4)CC3)n2)cc1	101	-1	-1	8	-1	-3	-1	-0.6	-0.4	3
COc1cc(C(C2C(=O)CC(C)(C)CC2=O)C2C(=O)CC(C)(C)CC2=O)cc(OC)c1OC	100	-5	-4	0	-2	-1	0	-2.3	0.6	11
c1cnc2c(c1)ccc1cccnc12	98&100	18*!	-1&5	0&4	3&-1&4	-4&19	-2&-2	-4.1&-1.4	-1.5&0.2	21&8
O=C(NCCc1c[nH]c2ccccc12)C(=O)NCC1OCCCN1S(=O)(=O)c1cc(F)ccc1F (centres undefined)	112	-13	-2	4	-5	-10	0	-2.9	0.0	14
CCCCN(C(=O)CSc1nnc(-c2ccco2)o1)c1c(N)n(Cc2ccccc2)c(=O)[nH]c1=O	102	-10	-5	1	-1	2	0	-3.1	1.3	16
O=C(Cc1cc(=O)[nH]c(=O)[nH]1)N1CCN(C(=O)c2ccco2)CC1	97	0	-5	-3	-2	-2	4	-1.4	-0.6	8
COc1ccc(-c2cn(-c3ccccc3)nc2CO)cc1	90	6	-4	-2	11	25	-12	0.0	0.7	0
O=C(/C=C/c1ccc2c(c1)OCO2)NCC1CCCO1 (centres undefined)	113	-6	-3	3	6	11	-1	-2.8	-1.1	15
CCOc1cc(/C=C(\C#N)C(=O)NCc2cccnc2)ccc1O	105	3	-2	-3	2	1	-2	-1.6	-1.3	11
C[C@@H]1CC=C[C@H]2[C@H]1C(=O)N(Cc1ccccc1)[C@H]2c1ccc(-c2ccoc2)cc1F	98	-1	-6	4	-4	-7	-3	4.6	-2.7	-27
CN(C)C(=O)/C(=C\c1ccc(-c2cccc([N+](=O)[O-])c2)o1)NC(=O)c1ccccc1	103	-1	-4	10	-1	20	-2	-0.4	-0.8	2
S=C(Nc1ccccc1Cl)NC1CCC(NC(=S)Nc2ccccc2Cl)CC1 (centres undefined)	100	-10	4	-1	0	12	0	-3.0	-1.3	14
Cc1cc(C)nc(NC(=O)c2ccc(Cl)cc2[N+](=O)[O-])c1	101	5	1	4	-3	1	-1	-0.7	1.8	4
O=C(OCN1C(=O)c2ccccc2C1=O)c1ccc(Cl)nc1	100	8	-1	-6	0	21	5	0.5	0.8	-4
COc1cc(NC(=O)c2ccc(Br)cc2)ccc1NC(=O)c1cc2ccccc2o1	106	-8	-3	0	-1	-11	-36	-1.8	-0.6	9
COc1ccc(Nc2nnc(SCc3cn4c(C)cccc4n3)s2)cc1	96	2	1	0	.	6	0	-0.4	1.2	2
COc1ccc(C(=O)COC(=O)c2ccn(C)n2)cc1	94	0	0	-2	14	-1	-1	-1.7	3.7	11
CC(C)C(C(=O)NCC1CCCO1)N(C(=O)CNS(=O)(=O)c1ccc(F)cc1)c1ccccc1 (centres undefined)	99	-13	3	-1	-1	4	-3	0.2	-1.0	-2
CCC1CCc2sc(C(=O)N(C)CC(=O)Nc3cccc(OC)c3)cc2C1 (centres undefined)	92	7	2	0	4	-5	3	4.9	-0.9	-21
CC(=O)c1ccc(NC(=O)CCc2nnc3ccc(NCc4ccco4)nn23)cc1	86	-4	1	-3	3	15	6	-3.5	-0.1	18
COC(=O)c1sccc1NC(=O)CSc1ccccc1NC(=O)CNC(C)C	101	1	2	-6	-2	9	-1	-3.0	1.5	16
COc1ccc(NC(=O)c2ccc(-c3ccccc3)cc2)cc1NS(=O)(=O)c1ccc(F)cc1	119	-2	2	7	.	48	-1	1.8	2.1	-10
CCc1nnc2n1N=C(c1ccccc1)CS2	.	-9	-5	5	-1	-3	-1	-4.5	-3.7	20
CCOc1ccccc1NC(=O)c1cccc(NC(=O)C(C)C)c1	102	2	0	-1	0	11	2	-4.4	0.2	22
COc1ccc(/C=C/C(=O)Nc2cc(C)on2)cc1	133	-2	-1	-2	21	9	-3	-1.2	0.0	7
Cc1nn(Cc2ccccc2)c(Cl)c1/C=C/C(=O)OCC(=O)N1CCCC1=O	112	-8	-1	3	1	10	-4	-2.0	-0.8	10
CC(C)(C)OC(=O)N[C@@H](C(=O)OC(C)(C)C)c1ccc(Br)cc1	103	2	7	-7	-1	-10	0	5.4	2.1	-31
CCOC(=O)CCCNC(=O)COC(=O)c1cccc(F)c1	112	-8	-3	13	-3	15	-1	0.5	-2.8	-2
Cc1ccc(F)cc1NC(=O)N1CCCN(C(=O)OC(C)(C)C)CC1	.	-7	-2	8	-3	14	3	-1.2	-0.5	6
CCN(CC)S(=O)(=O)c1ccc(OC)c(NC(=O)c2cc3c(=O)n4ccccc4nc3s2)c1	51	-1	2	-4	-2	15	-4	-1.6	0.2	8
C/C(N)=C(/C#N)C(=O)CSc1nc2scc(-c3ccccc3)c2c(=O)n1C	109	-24	-4	8	-3	38	3	0.5	-0.6	-2
COc1ccc(-n2c(C(C)n3nc(C)c([N+](=O)[O-])c3C)n[nH]c2=S)cc1 (centres undefined)	99	4	-6	3	.	-5	1	-0.4	1.3	2
COc1ccc2oc(-c3ccccc3[N+](=O)[O-])cc(=O)c2c1	101	8	2	-1	-3	30	0	-0.7	0.0	3
Cc1ccccc1C(=O)OC1OC(=O)C(Cl)=C1N1CCOCC1 (centres undefined)	111	7	-3	3	-2	3	-4	-1.2	-2.0	6
CC(C)(C)NC(=O)C1Cc2ccccc2CN1C(=O)Nc1cccc(Cl)c1 (centres undefined)	97	5	-6	-1	.	18	-1	0.5	0.5	-3
CCOC(=O)[C@@H]1[C@H]2COc3ccc(Br)cc3[C@H]2N2C(=O)N(c3cccc(Cl)c3)C(=O)[C@]12C	105	0	-5	-1	1	10	-2	-0.8	1.7	4
O=C(CCC(=O)Nc1ccc(Br)cc1)N/N=C/c1cc([N+](=O)[O-])ccc1O	107	-6	-1	5	.	3	1	-2.7	0.9	13

The closing two compounds of the section before lead into the next.
SMILES	Pemphigus Ab inh	RTF Ca sens inh	Keap1-Nrf2 PPI	cardiac RTF act	Wnt bcat act	Arrestin-AP2 inh	V-ATPase pH	OPRM1-OPRD1 ag	LANA DNA inh	MOR-DOR inv ag
CCOC(=O)[C@@H]1[C@H]2COc3ccc(Br)cc3[C@H]2N2C(=O)N(c3cccc(Cl)c3)C(=O)[C@]12C	105	0	-5	-1	1	10	-2	-0.8	1.7	4
O=C(CCC(=O)Nc1ccc(Br)cc1)N/N=C/c1cc([N+](=O)[O-])ccc1O	107	-6	-1	5	.	3	1	-2.7	0.9	13
CC(=O)c1ccc(OCC(=O)Nc2ccc3c(c2)CCC3)cc1	99	-11	-2	3	0	-6	-2	-0.4	0.4	2
CCNc1nc(NC(C)C)nc(N(C#N)C(C)C(=O)N(CC)CC)n1 (centres undefined)	102	.	.	.	2	5	-3	.	.	.
Cc1ccc(-n2nc(C(=O)O)nc2-c2ccccc2)cc1	93	-1	-3	6	0	-1	2	-0.5	1.6	2
Cc1ccc(C2C(C#N)=C(N)OC3=C2C(=O)CCC3)s1 (centres undefined)	107	-7	-1	-7	-3	-3	3	-0.8	1.0	4
Cc1ccc(S(=O)(=O)N2CCCCC2C(=O)N(C)c2ccccc2)cc1 (centres undefined)	110	8	-3	8	2	4	-3	-1.4	-0.1	7
CN(c1ccccc1)S(=O)(=O)c1cccc(C(=O)Nc2ncn[nH]2)c1	89	-9	-2	1	-1	-6	6	-1.3	2.7	7
CC1(C)CN2C(=O)c3ccccc3C2(C)S1 (centres undefined)	98	-4	1	-4	-1	-1	-1	-2.7	-0.2	15
CCCCC1=CC2=CC(=O)C(C)(OC(=O)C3CCCC3)C(=O)C2=CO1 (centres undefined)	94	-3	3	-3	3	52	0	0.0	-0.4	0
Cc1noc2ncnc(Oc3ccccc3)c12	94	-11	-2	0	-7	-3	4	-1.3	1.2	6
COc1ccc2cc(C(=O)C3CCCN(C(=O)/C=C/c4ccccn4)C3)ccc2c1 (centres undefined)	104	-11	4	9	0	-11	2	-0.5	-1.7	3
Oc1ccc(-n2nnnc2SCc2c(F)cccc2Cl)cc1	99	6	5	-5	-3	32	-1	0.7	-1.9	-3
COc1ccc(S(=O)(=O)NC(C)C(=O)Nc2ccccc2F)cc1 (centres undefined)	91	-8	-1	2	.	13	-1	-3.1	1.7	15
COc1ccc(/C=N/NC(=O)c2ccco2)cc1Cn1nc(C)cc1C	96	-15	-4	3	0	-6	-1	-1.9	0.1	12
Cc1cccc(Oc2nc3ccccn3c(=O)c2/C=C(\C#N)C(=O)NC2CCS(=O)(=O)C2)c1C (centres undefined)	.	0	-1	-5	-4	24	4	0.3	0.0	-2
CCn1c(COc2cccc3ccccc23)nnc1SCC(N)=O	99	-11	-2	0	-5	-6	-3	-2.5	3.5	12
COc1cc2oc(=O)ccc2cc1-c1c(OC)ccc2ccc(=O)oc12	101	-4	-4	9	-2	3	1	0.6	0.7	-3
COc1ccc(C2NC(=O)C(C)S2)cc1 (centres undefined)	116	-7	-4	1	.	5	2	-0.4	0.9	2
Cc1ccc(F)cc1NC(=O)c1cccc(N(C)C)c1	104	-11	-3	-2	.	37	9	-1.8	-1.3	9
